SIAE primary = inhibitors of human sialic acid acetylesterase SIAE. Q9HAT2. SIAE FP-Rh probe binding, fluorescence polarization. inhibition, % at 9.66 µM. actives 0.69% (n = 370,000);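 active = inhibition above a cutoff: mean of compounds within the control limits plus 3 SD of those, cut at about 17% in these data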;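 note: 0% = plate median of compound wells and 100% = probe without SIAE protein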
Target sequence (Q9HAT2 whole entry, looked up): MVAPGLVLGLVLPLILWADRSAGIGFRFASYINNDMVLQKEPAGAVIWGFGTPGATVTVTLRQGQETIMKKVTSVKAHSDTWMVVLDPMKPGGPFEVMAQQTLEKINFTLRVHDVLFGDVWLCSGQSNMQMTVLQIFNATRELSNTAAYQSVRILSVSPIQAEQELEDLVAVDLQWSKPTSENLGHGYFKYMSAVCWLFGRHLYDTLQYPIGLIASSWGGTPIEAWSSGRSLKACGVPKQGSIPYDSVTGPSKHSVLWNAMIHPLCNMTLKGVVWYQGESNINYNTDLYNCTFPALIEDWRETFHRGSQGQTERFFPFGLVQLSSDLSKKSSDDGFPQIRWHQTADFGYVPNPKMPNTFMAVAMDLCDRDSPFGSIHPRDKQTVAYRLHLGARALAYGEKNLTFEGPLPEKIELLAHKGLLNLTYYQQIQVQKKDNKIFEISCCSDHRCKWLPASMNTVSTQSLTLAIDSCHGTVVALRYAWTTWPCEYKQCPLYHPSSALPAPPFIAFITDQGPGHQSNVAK
UHRF1 MBD2 ctr = blocks human UHRF1 binding to methylated DNA; Q96T88; UHRF1 binding to methylated oligo, TR-FRET; actives 0.75% (n = 370,000); inhibition, % at 4.4 µM; in the data active = inhibition above about 21%;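 note: UHRF1 SRA domain binding a hemimethylated CpG hairpin DNA probe; 0% = median of test compound wells and 100% = reference inhibitor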
TCR-CD3 inh = blocks the human TCR-CD3 interaction | actives 0.37% (n = 360,000) | TAMRA-labeled TCR probe fluorescence, biochemical | inhibition, % at 9.4 µM; in the data active = inhibition above about 19%;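 note: recombinant mutant TCR 2C K166C tagged with TAMRA read by polarization; 0% = receptor in buffer alone and 100% = receptor with positive control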
PRMT1 FP inh = PRMT1 (human) inhibition, primary screen | Q99873 | recombinant PRMT1, activity-based probe fluorescence polarization | inhibition, % at 2.79 µM | actives 1.3% (n = 370,000) | AID 652257;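 active = inhibition above about 21% made by adding two undisclosed values, limit read from the data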
MBD2 DNA inh = inhibitors of human MBD2 binding to methylated oligonucleotide. actives 0.31% (n = 370,000). inhibition, % at 4.4 µM. TR-FRET; in the data active = inhibition above about 13%
NPR1 activator = GC-A (human) enzyme activation; P16066; HEK293 GC-A cells, cGMP TR-FRET, EC30 ANP; 0% at EC30 ANP, 100% saturating ANP; activation, % at 10 µM; actives 0.14% (n = 370,000); in the data active = activation above about 40%
NPR2 activator = GC-B (human) receptor activation | actives 0.11% (n = 370,000) | P20594 | HEK293-GC-B cells, CNP EC30, cGMP TR-FRET; 0% at EC30 CNP, 100% saturating CNP | activation, % at 10 µM;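 active = activation at 10 µM reaching about 35% in either raw or pattern-adjusted values, limit read from the data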
HTRA1 inh = blocks human HTRA1 serine peptidase; Q92743; recombinant HTRA1, FP-rhodamine activity-based probe, fluorescence polarization; inhibition, % at 5.96 µM; actives 0.5% (n = 340,000); AID 504803; in the data active = inhibition above about 36%;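 note: 0% = enzyme with DMSO and 100% = wells lacking enzyme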
mABHD4 FP = ABHD4 (mouse) inhibition, primary FP screen; Q8VD66; actives 0.54% (n = 370,000); purified mABHD4, FP-Rh probe fluorescence polarization; inhibition, % at 8.92 µM;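 active = inhibition exceeding the mean over every tested compound plus 3 SD, cut at about 30% in these data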;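 note: 0% = plate median of compound wells and 100% = S159A mutant with DMSO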
Target sequence (Q8VD66 whole entry, looked up): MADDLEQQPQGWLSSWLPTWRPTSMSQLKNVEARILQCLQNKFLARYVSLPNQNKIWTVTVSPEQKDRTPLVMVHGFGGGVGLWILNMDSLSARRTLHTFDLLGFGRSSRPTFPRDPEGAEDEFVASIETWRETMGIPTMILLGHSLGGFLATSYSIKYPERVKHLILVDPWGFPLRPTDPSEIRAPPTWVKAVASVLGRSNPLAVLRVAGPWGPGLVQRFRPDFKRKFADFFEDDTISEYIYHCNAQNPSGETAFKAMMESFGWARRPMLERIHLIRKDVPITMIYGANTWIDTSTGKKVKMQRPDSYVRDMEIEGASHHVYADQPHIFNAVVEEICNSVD
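assay system = mABHD4 protein | compound dosing = single nominal dose of 8.92 µM, 0.89% DMSO final | read-out basis = percent inhibition of probe binding, normalized to plate controls | schedule = Enzyme–compound pre-incubation 45 min, then probe 60 min, both 25 °C | detection = fluorescence polarization, excitation 525 nm, emission 598 nm, BODIPY TMR filters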
rCAG RNA binder = molecules binding r(CAG) RNA repeats | r(CAG) RNA repeat, TO-PRO-1 dye displacement fluorescence | inhibition, % at 3 µM | actives 1.3% (n = 370,000);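 active = inhibition above the plate cutoff, the mean of all test compounds on that plate plus 3 SD, cut at about 35% in these data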;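 note: 0% = DMSO alone and 100% = 100 µM mitoxantrone as full dye displacement; higher means more dye released from RNA so lower well fluorescence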
Starred values were filed as active, the others as inactive; · = no result given. A portion of the library. The share of hits here may be higher or lower than overall.

(1) Cc1cccn2cc(CNC(=O)C3CCCCC3)nc12
(2) CSc1nnc(C(C)(C)C)c(=O)n1/N=C/c1ccccc1
(3) CC(=O)NC1(c2ccc(F)cc2)CCN(C(=O)c2c(F)cccc2F)CC1
(4) CSc1ccc(OC2(C)CCN(Cc3cc4ccccc4o3)C2)cc1 (stereo unspecified)
(5) CCCC(=O)N1CCCC1(C)C(=O)Nc1cccc(OC(C)C)c1 (stereo unspecified)
(6) C=CCNC(=O)c1ccc(NC(=O)CC2SC(N3CCCC3)=NC2=O)cc1 (stereo unspecified)
(7) CC(NC(=S)NC1CCC(C(C)(C)C)CC1)c1ccccc1 (stereo unspecified)
(8) Cc1cc(NC(=O)c2cccc(S(=O)(=O)N3CCOCC3)c2)c2ccccc2n1

assay / entry,1,2,3,4,5,6,7,8
SIAE primary,-1,-4,-4,3,2,-1,-8,10
UHRF1 MBD2 ctr,0,2,1,0,3,-2,1,0
TCR-CD3 inh,6,-2,-2,2,-5,0,5,-4
PRMT1 FP inh,-1,-7,3,0,-3,-1,0,0
MBD2 DNA inh,0,7,3,3,5,0,-1,-4
NPR1 activator,10,-8,-2,-3,-5,1,-1,17
NPR2 activator,-1,-4,1,0,3,1,-4,10
HTRA1 inh,-2,-3,3,·,·,8,-11,2
mABHD4 FP,0,-4,-2,2,-1,5,-11,-1
rCAG RNA binder,1,-8,-1,0,1,-1,-3,1

(9) Cc1cccc(NS(=O)(=O)c2ccc3c(c2)OCCO3)c1
(10) O=C(COC(=O)CNC(=O)c1ccco1)Nc1ccc(F)cc1
(11) CCCOc1ccc(Oc2nc(-c3ccncc3)nc3ccccc23)cc1
(12) CCN(CC)S(=O)(=O)c1ccc(NC(=O)CCNC(=O)c2ccccc2)cc1
(13) Cc1ccc(C(=O)N/N=C/C=C/c2ccccc2)cc1
(14) O=C(Nc1ccccc1)c1ccc(S(=O)(=O)NCc2ccco2)cc1
(15) CN(c1ccccc1C(=O)Nc1cccnc1)S(C)(=O)=O
(16) O=C(NN=Cc1ccc(O)cc1)c1cc(-c2ccc(Cl)cc2)n[nH]1

assay / entry,9,10,11,12,13,14,15,16
SIAE primary,-6,0,2,-12,5,0,-4,-6
UHRF1 MBD2 ctr,4,-2,-2,0,-6,6,-1,-2
TCR-CD3 inh,-8,8,9,7,-2,4,-3,·
PRMT1 FP inh,-2,-5,-5,-1,0,1,0,3
MBD2 DNA inh,6,1,0,1,-7,-1,-3,2
NPR1 activator,2,5,-13,-6,0,1,1,12
NPR2 activator,1,-1,-5,6,1,0,-5,-9
HTRA1 inh,-9,6,5,-1,-4,-20,2,·
mABHD4 FP,-2,-4,-1,-1,-2,-9,3,-25
rCAG RNA binder,-6,-1,0,-3,2,3,3,10

(17) CCC(C)(C)NC(=O)c1cc(C(=O)OC)cc([N+](=O)[O-])c1
(18) COC(=O)c1cn(Cc2ccccn2)c(=O)c2ccccc12
(19) Cc1cc(N2C(=O)C3C4CCC(C4)C3C2=O)no1 (stereo unspecified)
(20) CC(C)(C)N(C=C(Cl)Cl)C(=O)NC1CCCCC1
(21) COc1cc2[nH]c(=S)n(Cc3ccc(C)o3)c(=O)c2cc1OC
(22) COCCCNC(=O)C[C@H]1C[C@@]2(C(=O)OC)C(=C[C@H](C(C)(C)C)O[C@@H]2C)N(Cc2cccc3ccccc23)C1=O
(23) CC1CCCCN1Cc1c(O)ccc2c(=O)c(-c3ccc(Cl)cc3)coc12 (stereo unspecified)
(24) CCc1ccc(OCC(=O)NC(NC(=S)Nc2ccccc2OC)C(Cl)(Cl)Cl)cc1 (stereo unspecified)

assay / entry,17,18,19,20,21,22,23,24
SIAE primary,5,2,3,-2,0,-4,-7,-9
UHRF1 MBD2 ctr,5,-2,0,-2,-3,-1,1,-5
TCR-CD3 inh,1,-2,-2,2,5,·,-2,3
PRMT1 FP inh,3,-2,-3,-1,5,-6,0,-4
MBD2 DNA inh,-4,-1,0,-2,3,-5,2,2
NPR1 activator,3,4,-1,1,8,-6,-1,-20
NPR2 activator,1,4,-3,-2,1,-9,1,-8
HTRA1 inh,-3,1,0,-2,-6,·,-9,-2
mABHD4 FP,7,0,1,-5,5,0,0,-8
rCAG RNA binder,1,-4,-3,4,7,0,6,9

Profiles, looked up by structure. Screens in order: SIAE primary	UHRF1 MBD2 ctr	TCR-CD3 inh	PRMT1 FP inh	MBD2 DNA inh	NPR1 activator	NPR2 activator	HTRA1 inh	mABHD4 FP	rCAG RNA binder
Shown for CC(NC(=S)NC1CCC(C(C)(C)C)CC1)c1ccccc1 (stereo unspecified) = -8	1	5	0	-1	-1	-4	-11	-11	-3
Shown for COC(=O)c1cn(Cc2ccccn2)c(=O)c2ccccc12 = 2	-2	-2	-2	-1	4	4	1	0	-4
Shown for CCCC(=O)N1CCCC1(C)C(=O)Nc1cccc(OC(C)C)c1 (stereo unspecified) = 2	3	-5	-3	5	-5	3	·	-1	1
Shown for CCC(C)(C)NC(=O)c1cc(C(=O)OC)cc([N+](=O)[O-])c1 = 5	5	1	3	-4	3	1	-3	7	1
Shown for Cc1cccc(NS(=O)(=O)c2ccc3c(c2)OCCO3)c1 = -6	4	-8	-2	6	2	1	-9	-2	-6

Next results
(25) CCc1ccc(-c2nc(CS(=O)CC(=O)NCCCN3CCOCC3)c(C)o2)cc1 (stereo unspecified)
(26) Cc1cc(C)n2nc(SC(C)C(=O)Nc3ccccc3F)nc2n1 (stereo unspecified)
(27) COc1cc(SC)ccc1C(=O)N(C)Cc1ccccc1
(28) CN(C)c1cc2c(cc1NC(=O)c1ccccc1Cl)n(C)c(=O)n2C
(29) OCCNC(=S)Nc1ccc2nsnc2c1
(30) COc1cccc(CN(C)C(=O)c2cccc(S(=O)(=O)N3CCN(c4ccc(F)cc4)CC3)c2)c1OC
(31) COc1ccc(C(=O)C=CNNC(=O)c2ccc(Cl)cc2)cc1
(32) COc1ccc2nc(SCC(=O)NC(C)(C)C)[nH]c2c1

assay / entry,25,26,27,28,29,30,31,32
SIAE primary,3,2,5,7,8,4,5,1
UHRF1 MBD2 ctr,1,0,3,0,-8,0,-1,0
TCR-CD3 inh,2,2,1,-8,-4,10,22*,1
PRMT1 FP inh,6,0,1,3,1,-4,2,-4
MBD2 DNA inh,-3,0,-7,4,-7,0,-2,-3
NPR1 activator,0,-2,-4,2,2,-1,-3,3
NPR2 activator,4,0,-9,-3,-2,1,1,1
HTRA1 inh,-3,0,-1,0,10,-11,31,1
mABHD4 FP,3,0,-1,0,1,-1,-2,-9
rCAG RNA binder,1,0,-7,-1,5,1,7,-4

(33) Cc1ccc(S(=O)(=O)N2CCC(C(=O)NCCN3CCCCCC3)CC2)cc1
(34) Cc1cc(N2CCN(S(=O)(=O)c3ccc(Br)cc3)CC2)n2ncnc2n1
(35) CC(C)COC(=O)N(C)C[C@@H]1OCc2cnnn2CCCC(=O)N([C@H](C)CO)C[C@H]1C
(36) O=C(NCC1CCCO1)C1CCN(C(=O)c2ccc(Br)cc2)CC1 (stereo unspecified)
(37) O=C(CN(C(=O)c1csnn1)c1ccccc1)NCc1ccc2c(c1)OCO2
(38) Cc1cn([C@H]2C[C@H](O)[C@@H](CNS(=O)(=O)c3ccc(NS(=O)(=O)N(C)C)cc3)O2)c(=O)[nH]c1=O
(39) NC(=O)/C(=C\c1cccnc1)NC(=O)c1ccccc1
(40) Fc1cc2ncn(Cc3ccccc3)c2cc1F

assay / entry,33,34,35,36,37,38,39,40
SIAE primary,2,4,8,1,-5,15,-6,-5
UHRF1 MBD2 ctr,3,-2,2,-2,1,-1,1,4
TCR-CD3 inh,-4,-3,-10,3,-11,-3,0,5
PRMT1 FP inh,0,-2,2,0,0,3,-2,1
MBD2 DNA inh,4,7,2,-5,-1,6,-3,4
NPR1 activator,4,-1,3,1,1,1,3,-2
NPR2 activator,6,-2,0,2,0,5,3,2
HTRA1 inh,2,2,2,-5,0,6,2,-5
mABHD4 FP,-1,0,7,-2,-4,1,-3,-1
rCAG RNA binder,5,-4,-1,-5,2,1,-2,-1

Sorted by value in SIAE primary (descending): 3 of the compounds above
# | molecule | SIAE primary | UHRF1 MBD2 ctr | TCR-CD3 inh | PRMT1 FP inh | MBD2 DNA inh | NPR1 activator | NPR2 activator | HTRA1 inh
38 | Cc1cn([C@H]2C[C@H](O)[C@@H](CNS(=O)(=O)c3ccc(NS(=O)(=O)N(C)C)cc3)O2)c(=O)[nH]c1=O | 15 | -1 | -3 | 3 | 6 | 1 | 5 | 6
36 | O=C(NCC1CCCO1)C1CCN(C(=O)c2ccc(Br)cc2)CC1 (stereo unspecified) | 1 | -2 | 3 | 0 | -5 | 1 | 2 | -5
37 | O=C(CN(C(=O)c1csnn1)c1ccccc1)NCc1ccc2c(c1)OCO2 | -5 | 1 | -11 | 0 | -1 | 1 | 0 | 0

(next part)
(41) COc1ccc(/C=C/C(=O)Oc2ccc(/C=N/NC(=O)COc3c(C)cccc3C)cc2)cc1
(42) O=C(CSc1nc(-c2ccccc2)c(-c2ccccc2)[nH]1)NCCN1C(=O)CSC1=O
(43) Cc1cc(C)cc(NC(=O)C(c2ccccc2)N2CCN(CC(=O)NC3CC3)CC2)c1 (stereo unspecified)
(44) CC1(C(=O)NS(=O)(=O)c2cccc(C#N)c2)CCN1C(=O)Cc1ccccc1 (stereo unspecified)
(45) COC(CNC(=O)C(=O)Nc1cc2c3c(c1)CC(=O)N3CCC2)OC
(46) Cc1oc(-c2cccc3ccccc23)nc1CN1CCC[C@H]1CO
(47) O=C(Nc1nc2ncccn2c1-c1ccc(F)cc1)c1ccccc1
(48) Cc1ccccc1NC(=O)c1ccc2c(c1)C(=O)N(CCC(C)C)C2=O

assay / entry,41,42,43,44,45,46,47,48
SIAE primary,-4,3,1,1,2,2,6,1
UHRF1 MBD2 ctr,-1,1,-1,5,-3,-1,3,0
TCR-CD3 inh,9,5,-5,-6,0,6,·,4
PRMT1 FP inh,-2,2,4,3,-3,-8,2,0
MBD2 DNA inh,1,2,4,1,-3,-4,1,-4
NPR1 activator,1,-5,-18,0,0,0,5,-1
NPR2 activator,2,-3,-16,9,0,-4,0,-2
HTRA1 inh,-9,-1,-3,·,4,-15,·,-7
mABHD4 FP,-1,-3,-6,7,5,0,5,-3
rCAG RNA binder,4,3,5,1,4,-4,4,0

(49) O=C(N/N=C/c1cccc2cccnc12)[C@H]1C[C@@H]1c1ccccc1
(50) Fc1ccccc1NC(=S)N1CCOCC1
(51) COC(=O)[C@]12C[C@H](CC(=O)NCCc3ccccc3OC)C(=O)N(CCc3ccc(OC)c(OC)c3)C1=C[C@H](C(C)(C)C)O[C@@H]2C
(52) O=C(O)C1CCN(C(=O)CSc2nc3ccccc3c(=O)n2Cc2ccccc2)CC1
(53) O=C(O)c1ccc(-c2nc(-c3ccccc3)cs2)cc1
(54) O=C(CSc1nc2ncc(Br)cc2[nH]1)Nc1ccc2c(c1)OCO2
(55) O=C(NCC(=O)c1ccccc1)OCc1ccc([N+](=O)[O-])cc1

assay / entry,49,50,51,52,53,54,55
SIAE primary,-12,-2,-2,3,-9,-5,6
UHRF1 MBD2 ctr,3,2,-3,6,-3,-1,-1
TCR-CD3 inh,2,3,·,-7,8,8,-8
PRMT1 FP inh,0,-3,1,-2,-1,2,-3
MBD2 DNA inh,-2,0,-3,0,-12,-5,-3
NPR1 activator,6,2,-6,-3,4,-2,4
NPR2 activator,-7,2,-8,-3,-7,0,0
HTRA1 inh,8,11,·,-3,0,-12,1
mABHD4 FP,-16,1,-8,6,-6,-8,-1
rCAG RNA binder,0,1,2,10,8,11,-1

Screens as filed in PubChem BioAssay.
